Compound activity as filed in PubChem BioAssay.
UPR CHOP act – activators of apoptotic CHOP UPR arm, primary screen, cell-based, CHO-CHOP luciferase reporter, luminescence, uHTS. UPR activation; percent of tunicamycin response over DMSO baseline. 0.34% of 330,000 active. activation, % at 10 µM;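 active = at 10 µM dose, activation of 40% or more, normalized to positive control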;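 note: 100% = tunicamycin at 10 µg/mL and 0% = DMSO alone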
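Assay system: CHO-CHOP cells, stable luciferase reporter of PERK-eIF2a-CHOP signalling / Buffer or medium: F12 plus 10% serum / Compound dosing: one dose, 10 µM in 0.5% DMSO / Times: 6 h compound treatment, 37 °C / Technique: luciferase luminescence / Read-out: % reporter activation, DMSO baseline versus tunicamycin full activation / Benchmarks: tunicamycin and DMSO controls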
XBP1 UPR activ – activators of adaptive XBP1 UPR arm, primary screen, cell-based, CHO-XBP1 luciferase reporter, luminescence, uHTS | AID 463104, 2010 | activation, % at 20 µM | IRE1-XBP1 UPR activation; percent of tunicamycin response, DMSO as zero | 0.33% of 330,000 active;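 active = versus positive control, 20 µM dose yields 30% or more activation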;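 note: 100% = tunicamycin at 10 µg/mL and 0% = DMSO only wells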
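Material: IRE1-XBP1 luciferase reporter CHO line / Quantity: one thousand reporter cells per well / Buffer or medium: F12 with 10% serum / Compound: 20 µM single concentration, DMSO 1% / Times: 6 h treatment, 37 °C / Detection: Steady-Glo luciferase glow luminescence, 10 min after reagent addition / Benchmarks: tunicamycin high, DMSO low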
GRIN3A LBD mod – binders of NR3A ligand-binding domain, primary screen, biophysical, differential scanning fluorimetry, uHTS; Glutamate receptor ionotropic, NMDA 3A (GRIN3A) ligand-binding domain; 2.5% of 340,000 active; NR3A LBD differential scanning fluorimetry, Tm shift; 0% = protein alone, 100% = glycine-bound protein; Tm shift relative to glycine control, % at 25 µM; AID 1259313, 2017;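 active = melting temperature shift of at least 10% of the positive control shift, at one fixed dose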
tim10-1 inh – growth inhibitors of tim10-1 mutant yeast, primary screen, luminescence, uHTS; S. cerevisiae tim10-1 ts strain growth, BacTiter-Glo, 24 h; inhibition, % at 20 µM; 2.2% of 330,000 active;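 active = inhibition of at least 40%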;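 note: mutant grown at 25 °C; 0% = DMSO wells with yeast and 100% = wells holding no yeast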
Mdm2 MdmX PPI – inhibitors of human Mdm2-MdmX association, primary screen, cell-based, luminescence, split luciferase, SaOS-2, uHTS; Protein Mdm4 (Homo sapiens) + E3 ubiquitin-protein ligase Mdm2 (Homo sapiens), …; SaOS-2 split-luciferase Mdm2/MdmX complementation; inhibition, % at 8 µM; 3% of 330,000 active;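 active = inhibition of at least 50% at 8 µM in the primary screen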
NALP3 yeast inh – NALP3 inflammasome inhibitors in reconstituted yeast, primary screen, luminescence, uHTS. Yeast reconstituted NLRP3/ASC/caspase-1, beta-gal luminescence, 24 h. inhibition, % at 10 µM. 0.39% of 330,000 active. AID 2825, 2010;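 active = inhibition of 50% or more; inactive = inhibition below 50%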;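 note: plate controls were induced DMSO wells for no effect and uninduced yeast grown without galactose for full effect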
tim23-1 inh – growth inhibitors of tim23-1 mutant yeast, primary screen, luminescence, uHTS. AID 463212, 2010. 1.3% of 330,000 active. inhibition, % at 20 µM. S. cerevisiae tim23-1 growth, BacTiter-Glo luminescence, 24 h;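 active = growth inhibition of the mutant yeast at or above 50%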;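 note: temperature-sensitive mutant grown at 25 °C; plate controls were DMSO-treated mutant yeast for no effect and medium wells lacking yeast for full effect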
APJ ag – agonists of human apelin receptor APJ, primary screen, CHO-K1 cells, PathHunter beta-arrestin, luminescence; P35414; 0% DMSO wells, 100% apelin; activation, % at 20 µM; 0.11% of 330,000 active; AID 2520, 2010;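 active = activation more than six SD over the plate average, tested at 20 µM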;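 note: 0% = DMSO alone and 100% = apelin-13 at 10 nM; some results filed as inactive read as strong as hits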
Target sequence (P35414 whole entry, looked up): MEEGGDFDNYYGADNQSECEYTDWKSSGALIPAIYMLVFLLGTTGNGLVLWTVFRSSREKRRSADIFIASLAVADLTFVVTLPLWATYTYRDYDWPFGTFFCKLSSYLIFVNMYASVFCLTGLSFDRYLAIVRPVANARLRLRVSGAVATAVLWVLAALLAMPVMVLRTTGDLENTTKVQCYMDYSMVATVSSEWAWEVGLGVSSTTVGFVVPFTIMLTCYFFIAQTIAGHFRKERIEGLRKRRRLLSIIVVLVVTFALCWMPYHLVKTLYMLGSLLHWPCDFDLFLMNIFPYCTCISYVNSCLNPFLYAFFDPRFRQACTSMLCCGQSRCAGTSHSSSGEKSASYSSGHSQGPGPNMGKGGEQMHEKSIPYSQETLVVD
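assay system = CHO-K1 APJ beta-arrestin complementation cell line | input = cell density 1000 per well | dosing = compound 20 µM once, DMSO 1% | timing = compound 90 min 25 °C, reagent 1 h | measured by = luminescence from split beta-galactosidase complementation, Galacton Star/Emerald II substrate | read-out basis = APJ agonist activity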
TIM10 inh – growth inhibitors of isogenic TIM10 control yeast, primary screen, counter-screen for tim10-1 yeast inhibitor project, luminescence, uHTS; S. cerevisiae TIM10 strain growth, BacTiter-Glo luminescence, 24 h; inhibition, % at 10 µM; 1.4% of 330,000 active;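 active = inhibition of 40% or more at the single tested concentration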;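 note: wild-type TIM10 isogenic control strain grown at permissive 25 °C; 0% = DMSO yeast wells and 100% = minimal medium wells without yeast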
Active calls of the source: *; nt = not tested or not shown.

SMILES	UPR CHOP act	XBP1 UPR activ	GRIN3A LBD mod	tim10-1 inh	Mdm2 MdmX PPI	NALP3 yeast inh	tim23-1 inh	APJ ag	TIM10 inh
CN(CCCC1CCCC1)C(=O)CC1C(=O)NCCN1Cc1ccc(F)cc1 (stereo not drawn)	1.5	2	1	12	11	19	6	-1	12
CC1(C)Oc2ccc(C(=O)N/N=C/c3ccc(O)cc3)cc2NC1=O	1.8	1	-5	3	-20	14	12	3	11
Nc1ncnc2nc(SCCC(=O)O)[nH]c12	-0.1	-3	0	0	-14	7	3	-1	-16
COc1cccc(-c2nnc(NC(=O)c3ccco3)s2)c1	2.0	-3	4	22	-67	21	19	1	8
CCCCC(=O)NC(=S)NNS(=O)(=O)c1ccccc1	-0.2	1	-3	-7	15	3	3	-2	0
N#Cc1c(-c2ccccc2)c(-c2ccccc2)nn(CC(=O)NNC(=O)Nc2ccc(Cl)cc2)c1=O	2.8	1	15*	8	45	20	11	4	14
O=C(Nc1ccc2oc(-c3ccccc3)nc2c1)c1cccnc1	10.0	6	-16	13	-42	38	56*	3	29
COc1cc(NC(=S)NCc2ccco2)cc(OC)c1OC	-0.9	-2	19*	7	7	6	12	3	5
Cc1ccc(C)c(NC(=O)CN(C)C(=O)c2cc([N+](=O)[O-])ccc2N2CCOCC2)c1	0.5	-1	-1	-2	-6	5	2	-3	-11
O=S(=O)(c1cccs1)N1CCN(Cc2nc3ccccc3s2)CC1	6.5	0	-2	26	22	8	19	0	24
O=S(=O)(c1ccc2c(c1)OCCO2)C1CCC(S(=O)(=O)c2c(F)cccc2F)CC1 (stereo not drawn)	0.1	1	0	6	-8	14	15	-1	-9
O=C(CS(=O)CC(=O)N(c1cccc(F)c1)C(C(=O)NC1CCCCC1)c1ccco1)Nc1ccc(F)cc1 (stereo not drawn)	1.8	-1	1	16	4	2	-9	-2	-3

2 compounds from above, showing only GRIN3A LBD mod and Mdm2 MdmX PPI:
compound	GRIN3A LBD mod	Mdm2 MdmX PPI
Nc1ncnc2nc(SCCC(=O)O)[nH]c12	0	-14
COc1cccc(-c2nnc(NC(=O)c3ccco3)s2)c1	4	-67

Next part
SMILES	UPR CHOP act	XBP1 UPR activ	GRIN3A LBD mod	tim10-1 inh	Mdm2 MdmX PPI	NALP3 yeast inh	tim23-1 inh	APJ ag	TIM10 inh
Nc1ccccc1N1CCOCC1	0.3	-1	-1	3	8	2	18	5	-10
NC(=O)COC(=O)CNC(=O)c1cc(Cl)cc([N+](=O)[O-])c1	-2.1	-1	1	16	-14	23	13	3	2
COc1ccc(NC(=O)CCNS(=O)(=O)c2cc(Br)ccc2Br)cc1S(N)(=O)=O	-1.6	-2	-2	-3	15	9	9	-2	-10
Cc1cccc(NS(=O)(=O)c2ccc(C(=O)NCC(c3ccco3)N(C)C)cc2)c1C (stereo not drawn)	-0.7	-4	2	-17	20	-1	-8	-4	-1
O=C(Nc1ccccn1)c1ccc(Cl)c(S(=O)(=O)N2CCCC2)c1	2.6	0	1	26	40	-22	29	3	8
C/C(=N\NC(=O)c1ccc(Br)cc1)c1cccnc1	2.0	0	1	1	0	15	4	-6	-13
Oc1c(Cl)cc(Cl)cc1C=Nc1ccccc1N1CCCC1	0.1	-1	nt	18	15	-13	57*	-1	14
CCOc1ccc2c(c1)C(c1ccc(C)o1)=NNC(c1ccncc1)=N2	1.3	3	1	7	3	19	24	3	16
COc1ccccc1/C=N\NC(=O)c1ccc(COc2ccc(C)c(C)c2)o1	2.4	41*	-7	6	-3	3	7	2	0
O=C(c1ccc([N+](=O)[O-])cc1)N(Cc1ccc(Br)cc1)N1C(=O)CCCC1=O	-2.6	-1	-1	22	21	6	10	-1	19
CC(C)(C)Cc1nc(-c2ccc(Cl)cc2)no1	5.0	3	2	17	-32	-21	13	-1	-7
Cc1ccc(S(=O)(=O)N2CCC(=O)N(CCOCc3cccc(C(F)(F)F)c3)CC2)cc1	-0.4	2	-3	23	-18	2	7	3	8
CCOC(=O)CSC1=C(C#N)C(c2ccc(F)cc2)C(C(C)=O)=C(C)N1 (stereo not drawn)	-0.3	0	-1	34	12	-12	16	5	11
Clc1ccc(CSC2=NCCCN2)cc1Cl	-0.9	1	1	5	11	13	8	-3	1
N#C/C(=C\c1c[nH]c2ccccc12)c1nnc2n1CCCCC2	4.0	-1	-7	12	-32	15	10	2	3
CCNc1nc(SC(C)C(=O)OC)nc(N(C)C)n1 (stereo not drawn)	0.1	2	-1	7	-16	4	24	-1	13
O=C(N/N=C/c1ccco1)c1ccc(C(=O)N/N=C/c2ccco2)o1	-1.3	-1	-2	7	3	17	1	0	0
Cc1cc(=O)n2c3ccccc3n(C)c2n1	0.9	0	0	5	-19	17	1	-1	-2
Cc1ccccc1C(=O)NC(NCc1ccco1)C(Cl)(Cl)Cl (stereo not drawn)	-1.3	0	0	16	22	9	14	4	9
O=C(NCCN1C(=O)CCC1=O)c1ccncc1	-2.3	-3	-4	8	7	6	5	-2	9
CC(=O)OCCn1c2nc(=O)[nH]c(=O)c-2nc2cc(C)c(C)cc21	-1.6	-4	-473	13	21	25	9	12	-1
O=C(CCCC(=O)N1CCCc2ccccc21)N1CCCc2ccccc21	0.0	0	0	28	9	10	37	6	27
N#Cc1cc2c(N)c(C(=O)Nc3ccccc3)sc2nc1N	5.7	5	nt	-7	-18	0	5	0	20
CCC(N=c1cc(-c2ccc(OC)c(OC)c2)oc2ccc(C)cc12)C(=O)O (stereo not drawn)	1.3	-1	-1	-5	17	11	10	-4	10
CCOC(=O)N1CCN(C(=O)c2cn(C)c3ccc(S(=O)(=O)N(CC)CC)cc3c2=O)CC1	2.2	-3	0	9	10	4	2	-3	-3
C=C(C)Cn1c(SCC(=O)O)nnc1-c1ccc(OC)cc1	0.4	0	-3	7	-4	6	0	-4	3
CCn1c(SCC(=O)Nc2nccc(C)n2)nc2ccccc21	-0.1	0	0	9	11	0	0	-3	-6
COC(=O)/C=c1\sc2n(c1=O)C(C)=CC(C)(C)N=2	-0.7	0	0	36	-13	9	24	0	23
NC(=O)C1CC(=O)N(c2ccc(OCC(=O)NCc3ccccc3)cc2)C1 (stereo not drawn)	-0.4	11	0	-3	7	12	-12	1	-5
C/C(=C/C(=O)Nc1cccc(F)c1)N1CCCC1	-0.4	-2	-3	2	-11	11	18	-1	7
CS(=O)(=O)N(CC(=O)Nc1cccc(Cl)c1)c1ccccc1Cl	1.1	-2	0	11	-13	-7	24	-1	9
O=C(CCNS(=O)(=O)c1cccs1)N1CCN(c2cccc(C(F)(F)F)c2)CC1	-0.1	-1	0	10	5	-2	26	1	3
O=C(NC1CCCCC1)C(c1ccc2ncccc2c1)N(Cc1cccs1)C(=O)c1cccs1 (stereo not drawn)	-1.3	-2	14*	-7	6	4	7	-3	-2
N#Cc1cccc(C(=O)Nc2cccc(S(=O)(=O)N3CCCC3)c2)c1	-0.3	-5	2	-11	13	16	-2	-1	7
CCc1noc(C)c1C(=O)Nc1cc(C(F)(F)F)ccc1-n1cncn1	-1.4	-3	-1	16	-5	14	11	7	3
COc1ccnc(N2CCN(c3ccccc3)CC2)c1C#N	6.1	-3	0	15	-19	33	15	4	8
OC[C@@H](O)[C@@H](O)[C@H](O)[C@H](O)CO	0.5	-6	3	0	-21	12	4	5	23
COc1ccc(-c2nc(CS(=O)CC(=O)NCc3ccc(Cl)cc3)c(C)o2)cc1OC (stereo not drawn)	1.1	1	-3	19	18	6	9	-5	7
COc1ccc(-c2c(NC(=O)c3ccco3)oc3c(C)cccc3c2=O)cc1	-1.2	-4	-2	34	-8	13	51*	-6	26
CN(C)C(=O)N=NC(=O)N(C)C	-2.2	-7	0	-1	-3	6	-10	0	5
Cc1ccccc1NC(=O)Nc1ccccc1C(=O)NCc1ccccc1	-1.4	-4	1	0	17	11	-7	-2	9
CSc1cnc2c(N)nc(N(C)C)nc2n1	2.4	-1	1	5	24	12	7	6	7
COc1ccc(-c2ccc(SCC(=O)N3c4ccccc4CC3C)nn2)cc1OC (stereo not drawn)	3.3	5	0	33	3	30	25	3	19
Cc1ccc(-c2nn3nnnc3c3ccccc23)cc1	-1.3	1	1	8	18	20	-2	-4	-14
CCc1[nH]c(=O)[nH]c1C(C)S(=O)(=O)c1ccc(C)cc1 (stereo not drawn)	-0.8	-3	-2	-5	15	14	-1	1	8
Cc1ccc(S(=O)(=O)c2c(C)nn(C(C)(C)C)c2OC(=O)CC(C)C)cc1	-0.6	-1	0	18	27	-3	32	-1	19
CCOC(=O)CSC1=C(C#N)C(c2ccc(C)s2)CC(=O)N1 (stereo not drawn)	-0.5	2	1	-2	61*	23	58*	-5	22
COC(=O)c1ccc(CN(c2ccccc2Cl)S(C)(=O)=O)cc1	-1.7	-2	1	16	-5	13	15	-2	0

Quoted at random: two compounds from above.
SMILES	UPR CHOP act	XBP1 UPR activ	GRIN3A LBD mod	tim10-1 inh	Mdm2 MdmX PPI	NALP3 yeast inh	tim23-1 inh	APJ ag	TIM10 inh
COc1ccc(-c2ccc(SCC(=O)N3c4ccccc4CC3C)nn2)cc1OC (stereo not drawn)	3.3	5	0	33	3	30	25	3	19
CCc1[nH]c(=O)[nH]c1C(C)S(=O)(=O)c1ccc(C)cc1 (stereo not drawn)	-0.8	-3	-2	-5	15	14	-1	1	8

The list goes on.
SMILES	UPR CHOP act	XBP1 UPR activ	GRIN3A LBD mod	tim10-1 inh	Mdm2 MdmX PPI	NALP3 yeast inh	tim23-1 inh	APJ ag	TIM10 inh
COc1cc(C(=O)NNC(=O)/C=C/c2ccccc2)cc(OC)c1OC	0.6	-2	1	3	12	13	10	-7	-2
O=C(NC1CCCC1)C(NS(=O)(=O)c1cccc2nsnc12)c1ccccc1 (stereo not drawn)	0.1	-4	-2	15	17	2	13	1	1
Cc1cccc(C(=O)Oc2ccccc2C(=O)N2CCOCC2)c1	-0.9	-3	1	10	23	15	5	3	10
COc1cc(S(=O)(=O)N(Cc2ccccc2)CC2CCCO2)ccc1-n1cnnn1 (stereo not drawn)	-1.4	-1	1	21	8	9	3	-3	18
CCN(CC(=O)Nc1c(F)cccc1F)C(=O)c1cc(S(=O)(=O)N2CCOCC2)ccc1N1CCCC1	1.0	-2	0	7	-42	17	8	-5	2
Cn1c(=O)c2c(-c3ccccc3)n(N3CCOCC3)cc2n(C)c1=O	-0.8	2	-2	-5	22	19	0	0	11
CCc1cc(C(=O)NCC(c2cccs2)N2CCOCC2)sc1C (stereo not drawn)	0.2	-3	0	20	16	3	7	0	-5
Cc1cc(NC(=O)c2cccs2)cc(-c2nc3ncccc3o2)c1O	4.3	-3	-2	10	10	13	6	1	7
Cc1ccc(C(=O)N[C@H](C(=O)Nc2ccc(N3CCOCC3)cc2)C(C)C)cc1	3.9	0	0	-5	16	11	7	-4	-2
